# Bioassay records from PubChem BioAssay.
# LEDGF integ inh – blocks HIV-1 LEDGF/p75-dependent DNA integration | TR-FRET IN-LEDGF/p75 DNA integration, Eu/Cy5 | inhibition, % at 3.7 µM | 0.64% of 370,000 active | AID 743269;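 active = inhibition above the screen-wide mean plus 3 SD, cut at about 13% in these data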;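 also: signal is the Cy5 over europium emission ratio at 671 and 618 nm; 0% = plate median of compound wells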
# SIAE inh – inhibitors of human sialic acid acetylesterase SIAE. Q9HAT2. SIAE FP-Rh probe binding, fluorescence polarization. inhibition, % at 9.66 µM. 0.69% of 370,000 active. AID 1053197;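 active = inhibition above a cutoff: mean of compounds within the control limits plus 3 SD of those, cut at about 17% in these data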;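 also: 0% = plate median of compound wells and 100% = probe without SIAE protein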
# mABHD4 FP – inhibits mouse alpha/beta hydrolase domain 4; Q8VD66; purified mABHD4, FP-Rh probe fluorescence polarization; inhibition, % at 8.92 µM; 0.54% of 370,000 active; AID 720543;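 active = inhibition exceeding the mean over every tested compound plus 3 SD, cut at about 30% in these data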;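 also: 0% = plate median of compound wells and 100% = S159A mutant with DMSO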
# Target sequence (Q8VD66 whole entry, looked up, the tested form may be a part): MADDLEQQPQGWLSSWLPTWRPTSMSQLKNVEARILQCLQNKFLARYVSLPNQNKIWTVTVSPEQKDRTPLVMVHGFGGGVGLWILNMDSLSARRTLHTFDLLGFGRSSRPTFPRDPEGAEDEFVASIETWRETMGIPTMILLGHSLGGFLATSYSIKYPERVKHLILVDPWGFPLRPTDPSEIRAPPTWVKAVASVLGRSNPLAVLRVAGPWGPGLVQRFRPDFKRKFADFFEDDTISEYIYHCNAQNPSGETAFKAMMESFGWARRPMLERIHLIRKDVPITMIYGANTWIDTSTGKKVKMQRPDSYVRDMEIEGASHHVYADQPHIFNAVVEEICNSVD
#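 Assay system: wild-type mouse ABHD4 protein; compound: single nominal dose of 8.92 µM, 0.89% DMSO final; schedule: 45 min + 60 min at 25 °C; measured by: FP readout, ex 525 nm / em 598 nm; evaluation: % inhibition of FP-Rh probe binding versus controls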
# GC-B act – GC-B (human) receptor activation | P20594 | HEK293-GC-B cells, CNP EC30, cGMP TR-FRET; 0% at EC30 CNP, 100% saturating CNP | activation, % at 10 µM | 0.11% of 370,000 active;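 active = activation at 10 µM reaching about 35% in either raw or pattern-adjusted values, limit read from the data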
# TDP2 inh – TDP2 (human) inhibition, absorbance primary screen. O95551. recombinant TDP2, T5PNP hydrolysis, p-nitrophenol absorbance 415 nm. 0.34% of 370,000 active. inhibition, % at 12.8 µM. AID 720702;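 active = inhibition above the mean of all tested compounds plus 3 SD, set per campaign, cut at about 25% in these data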;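 also: 0% = DMSO with enzyme and 100% = buffer with substrate but no TDP2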
# Target sequence (O95551 whole entry, looked up): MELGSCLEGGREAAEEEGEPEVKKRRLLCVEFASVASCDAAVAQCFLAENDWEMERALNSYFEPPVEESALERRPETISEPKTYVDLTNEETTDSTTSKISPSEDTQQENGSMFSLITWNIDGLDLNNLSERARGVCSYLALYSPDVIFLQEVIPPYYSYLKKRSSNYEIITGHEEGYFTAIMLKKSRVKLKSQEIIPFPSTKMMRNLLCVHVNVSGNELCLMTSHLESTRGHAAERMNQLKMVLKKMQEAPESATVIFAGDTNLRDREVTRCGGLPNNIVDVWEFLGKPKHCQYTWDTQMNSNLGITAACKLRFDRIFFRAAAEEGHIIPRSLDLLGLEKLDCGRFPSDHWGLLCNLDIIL
#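 Material: recombinant human TDP2; quantity: TDP2 enzyme at 120 nM final; medium: Tris-HCl pH 7.5 with MgCl2; compound: single concentration, 12.8 µM nominal, with 1% DMSO; incubation: 2 h enzyme incubation at 37 °C; signal: epi absorbance; measure: percent inhibition; benchmarks: high control without enzyme, low control DMSO plus TDP2; repeats: singlicate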
# TCR CD3 inh – human TCR-CD3 binding inhibition; TAMRA-labeled TCR probe fluorescence, biochemical; inhibition, % at 9.4 µM; 0.37% of 360,000 active; AID 651800; in the data active = inhibition above about 19%;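 also: recombinant mutant TCR 2C K166C tagged with TAMRA read by polarization; 0% = receptor in buffer alone and 100% = receptor with positive control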
# HTRA1 inh – HTRA1 (human) protease inhibition. Q92743. recombinant HTRA1, FP-rhodamine activity-based probe, fluorescence polarization. inhibition, % at 5.96 µM. 0.5% of 340,000 active; in the data active = inhibition above about 36%;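 also: 0% = enzyme with DMSO and 100% = wells lacking enzyme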
# MBD2 inh – MBD2-methylated oligo binding inhibition; Q9UBB5; TR-FRET, MBD2 binding to methylated oligonucleotide; inhibition, % at 4.4 µM; 0.31% of 370,000 active; AID 686964; in the data active = inhibition above about 13%
# PRMT1 FP inh – inhibitors of human PRMT1 | Q99873 | recombinant PRMT1, activity-based probe fluorescence polarization | inhibition, % at 2.79 µM | 1.3% of 370,000 active | AID 652257;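 active = inhibition above about 21% made by adding two undisclosed values, limit read from the data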
# Target sequence (Q99873 whole entry, looked up): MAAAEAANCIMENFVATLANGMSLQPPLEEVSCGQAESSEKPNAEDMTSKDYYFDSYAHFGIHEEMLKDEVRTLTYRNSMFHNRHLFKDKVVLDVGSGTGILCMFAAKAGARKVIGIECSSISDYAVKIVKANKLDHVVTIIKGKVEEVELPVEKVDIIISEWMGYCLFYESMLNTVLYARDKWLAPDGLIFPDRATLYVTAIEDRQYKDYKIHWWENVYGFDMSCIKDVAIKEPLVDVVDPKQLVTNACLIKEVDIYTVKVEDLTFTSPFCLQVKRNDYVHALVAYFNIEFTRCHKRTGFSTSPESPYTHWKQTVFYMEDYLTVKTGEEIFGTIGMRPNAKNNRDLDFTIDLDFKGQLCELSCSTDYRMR
# rCAG binder – binds r(CAG) RNA repeats | r(CAG) RNA repeat, TO-PRO-1 dye displacement fluorescence | inhibition, % at 3 µM | 1.3% of 370,000 active;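 active = inhibition above the plate cutoff, the mean of all test compounds on that plate plus 3 SD, cut at about 35% in these data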;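 also: 0% = DMSO alone and 100% = 100 µM mitoxantrone as full dye displacement; higher means more dye released from RNA so lower well fluorescence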
# * hit, by the source's call; . = no result given; & = joins results of further samples; ! = not confirmed by another sample.
SMILES,LEDGF integ inh,SIAE inh,mABHD4 FP,GC-B act,TDP2 inh,TCR CD3 inh,HTRA1 inh,MBD2 inh,PRMT1 FP inh,rCAG binder
CCN(CC(=O)NC1CCS(=O)(=O)C1)S(=O)(=O)c1ccccc1 (stereo unspecified),-1.2,2.1,-2.8,2.9,1.2,-2.7,3.6,2.7,0.7,-3.5
COc1ccccc1CNC(=O)C(=O)NCC1OCCN1S(=O)(=O)c1ccccc1 (stereo unspecified),1.8,-0.4,-6.1,6.7,-1.7,-2.7,1.2,6.9,2.9,-0.3
COC(C(=O)Nc1ccc(NC(=O)C(OC)c2ccccc2)cc1)c1ccccc1 (stereo unspecified),-2.0,-3.1,-7.8,0.6,-14.2,-0.5,-8.8,1.9,5.7,2.2
CCn1c2ccccc2nc2cc3c(cc21)c(Cl)c(=O)c1ccccc13,2.0,-0.3,24.3,9.9,4.0,-2.5,24.7,-0.2,20.1,7.5
CC(C)(C)NC(=O)C(c1ccco1)N(Cc1ccc2c(c1)OCO2)C(=O)c1snc(C(N)=O)c1N (stereo unspecified),1.9,14.8,3.8,-9.8,11.1,8.1,2.0,-3.6,2.2,1.0
C=C1c2ccccc2S(=O)(=O)N(Cc2ccccc2)C1COCc1ccccc1 (stereo unspecified),-3.1,-1.4,-8.6,-0.5,10.4,11.5,-22.9,2.3,-0.2,3.8
O=C(COc1ccccc1)N(Cc1ccccc1)c1nc(-c2ccccc2)cs1,-1.0,-0.5,-8.7,7.3,-4.0,2.5,-6.3,3.6,-2.8,-1.6
Cc1cccc(CCNC(=O)Cn2ncc3c([nH]c4ccc(C)cc43)c2=O)c1,-4.8,-4.9,3.0,-1.0,-6.1,17.4,-3.1,-2.0,-1.0,1.9
CCN(C(=O)CN1C(=O)S/C(=C\C=C\c2ccccc2)C1=O)C1CCS(=O)(=O)C1 (stereo unspecified),-8.8,-8.7,2.8,0.3,-2.6,-2.1,5.3,3.2,2.7,11.2
COc1ccc(Cl)cc1NC(=O)Nn1cnnc1,-1.4,3.5,-0.6,5.9,2.8,0.5,0.2,3.3,-2.1,-1.3
CCOc1ccc(NC(=O)C(=O)N/N=C\c2ccc(CNS(=O)(=O)c3ccccc3)o2)cc1,-2.2,-82.6,-1.1,2.2,3.7,5.7,7.3,0.2,0.9,1.6
CCOC(=O)c1[nH]c(C)c(C(=O)OCC(=O)N2CC(=O)Nc3ccccc32)c1C,-0.5,-1.4,-0.5,2.6,3.4,6.7,-2.6,3.2,-3.2,-4.4
O=C1NC[C@H](CCCCN2CCN(CCc3ccccc3)C(=O)C2=O)N(CC2CCCCC2)C1=O,0.5,11.3,1.0,1.2,-2.6,3.7,.,-1.7,-1.1,0.6
CCC(CO)Oc1cc(NCc2cccc(F)c2)c2ncn(C(C)C)c2c1 (stereo unspecified),2.7,4.6,14.9,3.7,1.2,4.1,14.5,-1.0,5.2,2.5
CSc1ccc(Cl)c(C(=O)OCC(=O)NCC(C)C)c1,-2.6,8.8,-4.2,-5.7,-4.3,-3.2,-0.4,3.1,6.0,-3.7
Cc1cc(OCC(=O)Nc2ccc(N3CCCC3)cc2)cc(C)c1Cl,-0.6,-9.9,-5.7,2.3,-14.9,4.5,32.1,4.5,-1.6,4.5
CC(Sc1nnc(NC2CC2)s1)C(=O)Nc1ccc(N2CCOCC2)cc1 (stereo unspecified),2.7,-7.5,-1.7,-2.5,-22.0,-5.5,-3.7,-3.5,-0.5,1.1
O=c1[nH]c(C(F)(F)F)nc2ccc3ccccc3c12,7.8,3.9,-21.7,-2.6,-16.0,-8.4,-8.3,-2.7,-0.1,3.0
CC(=O)C1(O)CCC2C3CC(C)C4=CC(=O)C=CC4(C)C3(F)C(O)CC21C (stereo unspecified),-2.7,-0.1,3.1,-2.9,-10.2,-1.8,2.2,-1.5,-2.2,2.4
OCCNc1ncnc2c1ncn2[C@H]1CN(Cc2cccs2)C[C@@H](CO)O1,2.1,1.4,2.1,-0.3,-3.4,0.8,.,1.6,-1.6,1.5
C[n+]1c2cc(N)ccc2cc2ccc(N)cc21,40.5*,25.2*!,30.4*!,-15.9&-16.8,28.9*,13.4&13.3,32.8&31.2,-0.1&-20.5,147.3*,-75.1&-78.0
COc1ccc(Nc2cc(=O)n(-c3ccccc3)c3c2c(=O)n(C)c(=O)n3C)cc1,2.6,0.7,0.5,-2.3,3.5,-3.4,.,-1.8,-3.3,-4.9
CCOC(=O)C(Cc1ccccc1)C(=O)Nc1cccc2ccccc12 (stereo unspecified),-1.3,5.9,-10.1,-2.6,4.9,4.8,-11.5,5.7,-0.2,-1.2
O=C(OCC(=O)N1CCN(C(=O)c2ccco2)CC1)c1cn(-c2ccccc2)nc1-c1ccccc1,-1.7,-5.3,-23.9,3.4,-8.8,0.8,-13.9,5.0,6.5,7.8
COc1ccc(CCNc2ncnc3nc[nH]c23)cc1OC,-1.4,32.2*,-2.4,2.2,-2.4,7.2,3.7,-1.0,-3.1,-0.1

# (further entries)
SMILES,LEDGF integ inh,SIAE inh,mABHD4 FP,GC-B act,TDP2 inh,TCR CD3 inh,HTRA1 inh,MBD2 inh,PRMT1 FP inh,rCAG binder
O=C(c1cc2sccc2n1Cc1ccccc1)N1CCN(c2nc3ccccc3s2)CC1,6.2,-0.2,-29.3,-4.4,-7.6,-0.9,-31.9,-4.2,0.0,6.8
CC(C)CN(C(=O)CCC(=O)OC(C)C(=O)Nc1cccc(C#N)c1)c1c(N)n(CC(C)C)c(=O)[nH]c1=O (stereo unspecified),0.0,8.0,1.3,-2.5,-0.8,4.3,1.4,-3.6,-1.6,-6.1
CCn1c(SCC(N)=O)nc2ccccc2c1=O,-1.6,-0.7,-4.6,2.5,2.9,-0.2,-3.7,4.4,1.5,-1.6
COC(=O)[C@]12C[C@H](CC(=O)NCCCCc3ccccc3)C(=O)N(Cc3ccco3)C1=C[C@H](C(C)C)O[C@@H]2C1CC1,-2.5,3.0,2.5,-5.9,-9.3,.,.,-0.2,0.8,1.0
Cn1c(=O)c2c(nc(NCc3ccco3)n2Cc2ccc(Cl)cc2Cl)n(C)c1=O,0.2,7.6,7.3,20.3,-2.8,-5.8,-9.0,1.6,1.5,9.2
Cc1ccc(N2CC(=O)N(NC(=O)CN3CCN(c4ccccc4)CC3)CC2=O)cc1,2.2,-2.6,-4.6,0.8,-8.3,-9.1,9.6,2.5,-0.9,-2.6
O=C(Nc1nc(-c2ccc3c(c2)OCCO3)cs1)c1ccc(Br)o1,4.2,-14.1,-10.2,-5.6,5.1,-1.2,-28.7,-3.1,4.4,16.2
Cc1ccc(CSCC(=O)N2CCN(Cc3ccc4c(c3)OCO4)CC2)cc1,2.0,-3.3,0.9,-3.0,1.0,0.8,2.5,-2.5,-2.5,-8.3
COc1ccc2c(c1)[C@H]1[C@H](CO2)[C@H](c2ccccc2)[C@]2(C)C(=O)Nc3ccc(Br)cc3C(=O)N12,0.5,-44.7,-51.7,-8.1,9.9,1.8,-64.3,3.6,0.1,9.7
Cc1nc(SCC(=O)N(C)C2CCCCC2)[nH]c(=O)c1Cc1ccccc1,-3.7,-2.1,1.8,3.8,0.6,-2.0,-1.3,0.0,0.2,-4.5
O=C(c1cc2c(ccc3ccccc32)o1)N1CCN(c2ncc(C(F)(F)F)cc2Cl)CC1,-5.0,-1.3,-6.6,-4.1,-8.2,3.2,-2.8,-5.0,-1.9,4.0
O=C(Cc1ccc(F)cc1)NC(Cc1c[nH]c2ccccc12)C(=O)O (stereo unspecified),-4.4,8.7,3.0,2.1,-7.7,1.4,0.1,3.6,2.8,-2.5
COC(=O)c1ccccc1NC(=O)CSc1nc2cccnc2n1C,-4.2,-5.5,6.0,.,10.2,-4.2,-2.7,-0.6,3.2,-7.1
CN1c2ccccc2N(C)C1c1c(O)ccc2ccccc12,-1.2,-3.8,6.2,10.5,9.9,-3.0,0.6,-0.4,1.2,0.0
CC1CCCN(C(=O)CCS(=O)(=O)c2cc3c(cc2Cl)NC(=O)CO3)C1 (stereo unspecified),1.7,-0.3,-0.2,-2.2,4.5,3.2,4.1,1.0,-3.0,0.7
CCN(c1ccccc1)S(=O)(=O)c1ccc(Cl)c(NC(=O)CN(C)Cc2cccc(F)c2)c1,-0.6,0.4,4.6,6.5,-2.3,-0.5,-9.1,-1.0,1.7,6.0
CCn1c(=O)n(CC)c2cc(S(=O)(=O)NCCOc3ccccc3)c(C)cc21,-0.7,-4.1,-0.3,4.5,-8.0,-0.5,-2.9,7.2,-1.5,-5.9
CC(C)(C)C(=O)Nc1cc(NC(=O)C(C)(C)C)cc(C(=O)Nc2cc(C(=O)O)cc(C(=O)O)c2)c1,2.5,-3.3,-8.5,3.9,-0.9,-1.0,1.5,3.8,2.6,19.9
COc1cc([N+](=O)[O-])c(C)cc1NC(=O)c1ccc(OC)c(OC)c1,3.7,8.0,-3.1,7.0,0.3,0.0,1.2,1.1,-1.9,1.6
CCCCNC(=O)C1(C)CCC(=O)N1C1CC1 (stereo unspecified),-4.9,1.6,7.6,-5.2,2.3,-6.7,.,-1.4,2.2,1.2
COc1ccc(C2(C(=O)N3CCOCC3)CCCC2)cc1,-4.5,6.1,0.1,-1.8,-2.5,2.4,1.1,-6.6,0.1,4.6
O=C(Cn1ncc2c3ccccc3n(Cc3ccccc3F)c2c1=O)NCCN1CCOCC1,-0.8,-0.2,-4.1,18.8,1.2,0.0,-2.4,-3.6,4.0,-2.7
CC(=O)NC12CC3CC(CC(CC(=O)O)(C3)C1)C2,-0.3,1.4,-2.3,1.1,-2.4,1.1,4.4,5.7,-0.2,-0.1
Nc1ccc(Oc2ccccc2F)nc1,-2.5,1.6,3.4,1.6,-4.6,1.7,3.6,0.6,3.2,1.3
Cc1ccc(NC(=O)c2ccc3c(c2)CCN3S(C)(=O)=O)cc1C,1.3,4.2,-6.7,-1.2,3.1,-6.3,-3.5,0.1,0.3,1.5
O=c1sc2ccccc2n1COc1ccccc1,2.5,-1.2,1.6,-0.6,-12.9,-1.1,-11.4,2.7,-0.9,-2.0
N#C/C(=C\c1ccc(OCC(N)=O)cc1)C(=O)NC1CC1,0.8,-3.5,8.9,-8.2,-6.3,8.5,-1.9,-3.3,-3.2,-3.2
CC(C)Cc1c(O)nc(SCCN2CCOCC2)[nH]c1=O,-1.6,0.7,0.2,3.7,-8.8,4.1,4.3,-3.5,-2.2,2.0

# A draw from above in order of number of heavy atoms, rising:
SMILES,LEDGF integ inh,SIAE inh,mABHD4 FP,GC-B act,TDP2 inh,TCR CD3 inh,HTRA1 inh,MBD2 inh,PRMT1 FP inh,rCAG binder
COc1ccc(C2(C(=O)N3CCOCC3)CCCC2)cc1,-4.5,6.1,0.1,-1.8,-2.5,2.4,1.1,-6.6,0.1,4.6
Cc1ccc(NC(=O)c2ccc3c(c2)CCN3S(C)(=O)=O)cc1C,1.3,4.2,-6.7,-1.2,3.1,-6.3,-3.5,0.1,0.3,1.5
Cc1ccc(N2CC(=O)N(NC(=O)CN3CCN(c4ccccc4)CC3)CC2=O)cc1,2.2,-2.6,-4.6,0.8,-8.3,-9.1,9.6,2.5,-0.9,-2.6
COC(=O)[C@]12C[C@H](CC(=O)NCCCCc3ccccc3)C(=O)N(Cc3ccco3)C1=C[C@H](C(C)C)O[C@@H]2C1CC1,-2.5,3.0,2.5,-5.9,-9.3,.,.,-0.2,0.8,1.0

# A portion of the library. The share of hits here may be higher or lower than overall.
